Screens: PubChem BioAssay, National Center for Advancing Translational Sciences (NCATS)
Epigenetic derep: epigenetic control regulation, reporter derepression | murine LDR cells, GFP reporter derepression, 30 h | Potency, µM (doses to about 53.9 µM), for the others: at the highest dose GFP activation, hits mostly activators | actives 0.2% (n = 280,000); note: % of control where 0% means no effect; nearly all actives have a fitted effect of over 60% in size
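GFP-positive cell count by laser-scanning cytometry (objects 20–120 um) after 30 h, 37 C compound exposure of murine LDR cells; reporter is CMV-GFP integrated at a silenced locus, inducible by HDAC or DNMT inhibitors.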
SMN2 splice up: SMN2 splice variant enhancement | HEK293 SMN2-luciferase splicing reporter, luminescence, 30-36 h | Potency, µM (titrated, usually from 46.1 µM), for the others: top-dose activity change, positive = activation, most hits filed as activators | actives 2.8% (n = 210,000); note: % of control where 0% means no effect; nearly all actives have a fitted effect of over 55% in size
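qHTS luciferase splicing reporter: luminescence rises when SMN2 exon 7 is included in transfected HEK293 cells. Compound exposure lasted 30-36 h at 37C, with 4.5 mM final sodium butyrate as control, followed by a ONE-Glo read.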
Active calls of the source: *; ? = inconclusive; [ ] = dose if it differs, or a comment. Calls come from the whole dose curve; as a rule, active = well fitted curve in the direction sought with a large enough effect; inconclusive = small, poorly fitted or top-dose-only effect, or another doubt; inactive = no such curve, though single readings can be large; an effect the other way counts as inactive or inconclusive. Potency is the fitted concentration of half-maximal effect. These rows are one share of the data; count on the stated rates, not on these rows.

SMILES	Epigenetic derep	SMN2 splice up
CCc1nc2ccccc2n1CCCCOc1ccc(C)cc1	-0.4%	3%
O=C(CSc1ncc(S(=O)(=O)c2ccc(Br)cc2)c(=O)[nH]1)Nc1ccc2c(c1)OCCO2	0.0%	-4%
Cc1ccc(C(=O)c2cn(Cc3ccccc3)c3cc4c(cc3c2=O)OCCO4)cc1	-1.1%	-7%
CC(=O)c1ccc(N2CCN(c3nc4ccccc4c4nc(-c5cccc(C)c5)nn34)CC2)cc1	1.4%	9%
Cc1ccc(Nc2c(-c3ccc(Cl)cc3)nc3sccn23)c(C)c1	0.9%	-10%
CCOc1ccc(NC(=O)CSc2ncc(S(=O)(=O)c3ccc(F)c(C)c3)c(=O)[nH]2)cc1	0.0%	-4%
Cc1ccc(C)c(NC(=O)Cn2cc(S(=O)(=O)c3ccc(F)cc3)c(=O)c3cc(F)ccc32)c1	-1.1%	-8%
COc1ccccc1S(=O)(=O)Cc1ccc(C(=O)N2CCN(c3cc(Cl)ccc3C)CC2)o1	0.0%	3%
Cc1ccccc1Nc1c(-c2cccc(Cl)c2)nc2ncccn12	-0.2%	6%
O=C(c1cc(F)cc(F)c1)N1CCC(c2nc(-c3ccc(S(=O)(=O)N4CCCC4)cc3)no2)CC1	-4.0%	2%
Cc1ccc2occ(CC(=O)N(Cc3ccc(Cl)cc3)C3CCS(=O)(=O)C3)c2c1 (stereo not drawn)	1.9%	-7%
O=C(NCCCc1nc2ccccc2n1Cc1ccc(Cl)cc1Cl)c1ccco1	-1.9%	-18%
COc1ccc(C(=O)NCCn2cc(SCc3ccc(C(F)(F)F)cc3)c3ccccc32)cc1OC	0.0%	0%
COc1ccccc1C(=O)N/C(=C\c1cn(S(=O)(=O)N(C)C)c2ccccc12)C(=O)NCCCn1ccnc1	-0.1%	4%
COc1ccc(NC(=O)Cn2c(=O)n(Cc3ccccc3OC)c(=O)c3cccnc32)cc1Cl	0.0%	-3%
C=Cc1ccc(Cn2c(=O)n(-c3ccccc3C)c(=O)c3c4c(sc32)CN(C(C)=O)CC4)cc1	0.0%	17%
Cc1ccc(Cn2nc(C)c(NC(=O)c3cc(-c4ccc(F)cc4)on3)c2C)cc1	-0.1%	-20%
COc1ccc(-c2nc(CS(=O)CC(=O)NCc3ccccc3OC)c(C)o2)cc1 (stereo not drawn)	-1.1%	3%
Cc1ccc(NC(=O)NC(C)c2c(-n3cccc3)sc(C)c2C)cc1F (stereo not drawn)	0.0%	-13%
COc1cccc(NC(=O)Cn2c(=O)n(CCCCC(=O)NCc3ccccc3Cl)c(=O)c3ccccc32)c1	1.8%	4%
CCOC(=O)C1=C(CN(CC)Cc2ccccc2)NC(=O)NC1c1ccc(OC(C)C)cc1 (stereo not drawn)	-1.7%	-61%[inhibitor]
COc1ccc(CNC(=O)c2ccc3c(Cl)c4c(nc3c2)CCCC4)c(OC)c1	0.0%	46%
O=C(NCc1cccs1)c1nn(-c2ccccc2Cl)nc1CO	5.7%	-70%[inhibitor]
COC(=O)c1cc(Nc2nc3ccccc3nc2NS(=O)(=O)c2ccc(C)cc2)ccc1Cl	13%	-2%
CC(C)(C)c1ccc(OCC(=O)N(Cc2ccco2)Cc2ccccc2F)cc1	-2.2%	-29%
CCN(CC)S(=O)(=O)c1ccc(C(=O)NCCSc2c(-c3ccc(OC)cc3)[nH]c3ccccc23)cc1	0.1%	-18%
COc1cccc(-c2nn(C)c3sc(C(=O)NCc4ccc(OC)cc4OC)cc23)c1	0.3%	-15%
CCOC(=O)CN1C(=O)c2cccnc2Oc2ccccc21	-4.0%	-3%
CCCN1CCN(CCCNC(=O)c2cc3c(Cl)nc4ccccc4c3s2)CC1	-1.1%	-5%
Cc1cc(C)cc(NC(=O)CN(c2cc(C(F)(F)F)ccc2Cl)S(=O)(=O)c2ccccc2)c1	2.0%	3%
O=C(CSc1oc(-c2ccc(F)cc2)nc1S(=O)(=O)c1ccc(Cl)cc1)c1ccccc1	1.0%	-5%
COc1ccc(-c2[nH]c(-c3ccccc3)nc2SCC(=O)Nc2ccc3c(c2)OCO3)cc1	14%	1%
CCOc1ccc2nc(N3CCCC(C(=O)Nc4ccccc4CC)C3)sc2c1 (stereo not drawn)	2.4%	21%
CCOC(=O)c1cc2c(=O)n3ccccc3nc2n(C)c1=NC(=O)c1c(-c2ccccc2Cl)noc1C	0.3%	0%
Cc1nc2nc(SCC(=O)NCc3ccccc3)nn2c(C)c1Cc1ccccc1Cl	-6.8%	-12%
CCOc1ccc(NC(=O)c2oc3ccccc3c2NC(=O)Cc2cccs2)cc1	1.1%	-7%
COc1ccccc1CNc1nc2ccccc2c2nc(-c3cccc(C)c3)nn12	2.9%	?
COC(=O)c1cc(NC(=O)c2cc3sccc3n2Cc2ccc(Cl)cc2)cc(C(=O)OC)c1	-1.8%	-7%
Cc1ccc(NC(=O)CCSc2nc(-c3ccc4c(c3)OCO4)cc(C(F)(F)F)n2)cc1	0.0%	-18%
NS(=O)(=O)c1ccc(NC(=O)c2ccc3c(c2)CCN3S(=O)(=O)c2ccccc2)cc1	4.0%	-3%

Some of these compounds in order of heavy-atom count, smallest number first:
SMILES	Epigenetic derep	SMN2 splice up
Cc1nc2nc(SCC(=O)NCc3ccccc3)nn2c(C)c1Cc1ccccc1Cl	-6.8%	-12%
COc1ccc(-c2[nH]c(-c3ccccc3)nc2SCC(=O)Nc2ccc3c(c2)OCO3)cc1	14%	1%
CCOC(=O)c1cc2c(=O)n3ccccc3nc2n(C)c1=NC(=O)c1c(-c2ccccc2Cl)noc1C	0.3%	0%

New compounds follow:
SMILES	Epigenetic derep	SMN2 splice up
COc1cccc(NC(=O)Cn2c(=O)n(CCCCC(=O)NCc3ccc4c(c3)OCO4)c(=O)c3ccccc32)c1	19%	-17%
Cc1cc(C)cc(NC(=O)N2CCC(C(N)=O)(N3CCCCC3)CC2)c1	-3.3%	-8%
O=C(Nc1cccc(C(F)(F)F)c1)c1cc2nc(-c3ccco3)cc(C(F)(F)Cl)n2n1	1.1%	-10%
Cc1cccc(C)c1NC(=O)c1csc2c1CCCC2	1.4%	-4%
COc1ccc(-c2nc3n(n2)C(c2ccc(O)cc2)C(C(=O)Nc2cccnc2)=C(C)N3)cc1OC (stereo not drawn)	-1.9%	-10%
COc1cc2c(cc1OC)CN(C(=O)Nc1ccccc1)CC2	-1.2%	3%
Cc1ccc2c(c1)C(=O)OC(C(=O)Nc1ccc(C(=O)O)cc1)C2 (stereo not drawn)	0.1%	-3%
CCOc1ccc2nc(N3CCCC(C(=O)Nc4cc(C)ccc4C)C3)sc2c1 (stereo not drawn)	0.0%	14µM*
CCOc1ccccc1Nc1nc2ccccc2nc1NS(=O)(=O)c1ccc(Cl)cc1	1.3%	-7%
CCN1C(=O)C(O)(c2c[nH]c3ccccc23)c2cc(Br)ccc21 (stereo not drawn)	1.1%	1%

A different layout for 4 compounds above:
| Compound | Epigenetic derep | SMN2 splice up |
| --- | --- | --- |
| COc1cccc(NC(=O)Cn2c(=O)n(CCCCC(=O)NCc3ccc4c(c3)OCO4)c(=O)c3ccccc32)c1 | 19% | -17% |
| Cc1cc(C)cc(NC(=O)N2CCC(C(N)=O)(N3CCCCC3)CC2)c1 | -3.3% | -8% |
| O=C(Nc1cccc(C(F)(F)F)c1)c1cc2nc(-c3ccco3)cc(C(F)(F)Cl)n2n1 | 1.1% | -10% |
| Cc1cccc(C)c1NC(=O)c1csc2c1CCCC2 | 1.4% | -4% |

Carrying on:
SMILES	Epigenetic derep	SMN2 splice up
Cc1cc2oc(C(=O)Nc3sc4c(c3C(=O)NCC3CCCO3)CCC4)cc(=O)c2cc1C (stereo not drawn)	-1.9%	4%
Cc1cccc(C(=O)N2CCNC(=O)C2CC(=O)Nc2ccc(F)cc2)c1 (stereo not drawn)	0.0%	-4%
CC(C)Cn1c(=O)c2ccccc2n2c(CCC(=O)N3CCN(c4cccc(Cl)c4)CC3)nnc12	0.8%	-6%
Cc1ccc(-n2c(=O)c3cccnc3n2CC(=O)Nc2ccc(Br)cc2)cc1C	-0.9%	-7%
CCn1c(-c2ccc(S(=O)(=O)N3CCOCC3)cc2)csc1=Nc1ccc(C)c(Cl)c1	-1.6%	-4%
Cc1cc(NC(=O)c2cc(Cl)ccc2Cl)ccc1-c1cc2ccccc2oc1=O	-1.6%	-45%[inhibitor]
Cc1ccc(Nc2nnc(-c3ccc(C)c(S(=O)(=O)N4CCN(C)CC4)c3)c3ccccc23)c(C)c1	3.0%	7%
Cc1cccc(Nc2c3c(nc4nncn24)CCC3)c1C	2.0%	-3%
CCOc1cc(CNc2ccc(O)cc2)cc(Cl)c1OCc1ccccc1	1.0%	-21%
COc1cccc(NS(=O)(=O)c2ccc3[nH]cc(C(=O)NC4CCCCC4)c(=O)c3c2)c1	-6.3%	-67%[inhibitor]

Next section; the last 3 above are carried over.
SMILES	Epigenetic derep	SMN2 splice up
Cc1cccc(Nc2c3c(nc4nncn24)CCC3)c1C	2.0%	-3%
CCOc1cc(CNc2ccc(O)cc2)cc(Cl)c1OCc1ccccc1	1.0%	-21%
COc1cccc(NS(=O)(=O)c2ccc3[nH]cc(C(=O)NC4CCCCC4)c(=O)c3c2)c1	-6.3%	-67%[inhibitor]
CC(C)(C)c1ccc(C(=O)Nc2onc3c2CCCC3)cc1	-0.8%	11µM*
Cc1c(C(=O)NCc2cccc(Br)c2)oc2ccc3c(c12)C(=O)CC(C)(C)O3	0.0%	?
COc1cc(Cl)c(C)cc1NC(=O)Cn1ncc2c(=O)oc3ccccc3c21	3.9%	11%
COc1ccc(CNC(=O)c2cc3cc4ccc(C)cc4nc3o2)cc1	2.4%	-6%
CCOc1ccccc1NC(=O)c1c(NC(=O)c2ccncc2)sc2c1CCC(C(C)(C)C)C2 (stereo not drawn)	-5.2%	-5%
Cc1oc2ccc(O)c(CN3CCCC3)c2c1C(=O)Nc1ccc(C(C)C)cc1	-1.9%	-6%
O=C(NCCc1ccccc1)C(=O)Nc1cccc(Br)c1	-0.8%	-2%
Cc1ccc(Cl)cc1NC(=O)C1CCN(C(=O)c2cnn(-c3ccccc3)c2-n2cccc2)CC1	1.3%	-36%[inhibitor]
COc1cccc(C(=O)N2c3cc(C)ccc3C(C)(c3ccccc3)CC2(C)C)c1 (stereo not drawn)	-1.6%	-6%
Cc1cc(C)n(-c2nc3ccccc3nc2Nc2ccc(Cl)c(Cl)c2)n1	2.1%	-3%
COc1ccc(OC)c(NC(=O)Cn2cnc3onc(-c4ccc(Cl)cc4)c3c2=O)c1	12%	11%
COc1cccc(C2CC(=O)Nc3c2c(=O)n(C)c2nc4ccccc4n32)c1OC (stereo not drawn)	-1.1%	2%
Cc1ccc(NC(=O)c2ccc(-c3ccccc3)s2)cc1	0.3%	5%
COc1ccc(NC(=O)CCc2nnc3n(Cc4ccccc4Cl)c(=O)c4ccccc4n23)cc1	0.0%	-5%
CCOC(=O)c1ccc(NC(=O)COC(=O)c2cn(CC)c3nc(C)ccc3c2=O)cc1	0.0%	-12%
COC(=O)C1=C(c2ccccc2)c2ccccc2S(=O)(=O)N1CC(=O)Nc1ccc(OC)cc1OC	-1.8%	-3%
CCCCOC(=O)c1ccc(NC(=O)c2ccc3c(c2)CCN3S(C)(=O)=O)cc1	7.6%	-6%
Cc1cc(C)cc(NC(=O)Nc2c[nH]c(=O)[nH]c2=O)c1	2.7%	10%
COc1ccc(NC(=O)C(C)n2c(C)c3cnn(-c4ccccc4)c(=O)c3c2C)cc1Cl (stereo not drawn)	?	-13%
CCCCCN1C(C(=O)c2ccccc2)=C(NC(=O)c2ccc(OC)cc2)c2ccccc2S1(=O)=O	-1.0%	-13%
CCCN(C(=O)c1nn(-c2ccc(OC)c(Cl)c2)c(=O)c2c1c1ccccc1n2C)c1ccccc1F	4.0%	2%
CC(C)COc1ccc(C(=O)Nc2ccc(S(=O)(=O)Nc3ncccn3)cc2)cc1	-1.6%	-7%
COc1ccc(-c2cc(C(F)(F)F)n3nc(C(=O)NCC45CC6CC(CC(C6)C4)C5)cc3n2)cc1	?	-3%
COc1ccc(NC(=O)CN2CCCN(S(=O)(=O)c3ccc(Br)cc3)CC2)c(OC)c1	-1.1%	-28%
Cc1cc(C)c(NC(=O)C2CCCN(C(=O)c3cnn(-c4ccccc4)c3-n3cccc3)C2)c(C)c1 (stereo not drawn)	0.8%	-14%
CCC(=O)N1CCc2cc(Br)cc(S(=O)(=O)N3CCC(C(=O)NCCCOC(C)C)CC3)c21	-1.8%	-15%
CCOC(=O)c1[nH]c2ccccc2c1NC(=O)c1ccc(C)c(C)c1	1.6%	-11%
CC(C)c1ccc(CNCCSc2nnnn2-c2ccccc2)cc1	-2.0%	-1%
Cc1ccc(OCC(=O)Nc2sc3c(c2C(N)=O)CCCC3)c(C(C)(C)C)c1	-0.8%	-1%
Oc1ccc(Cl)cc1C1=Nc2ccccc2N=C(c2cccc(Br)c2)C1	10%	-6%
COc1ccc(CNc2oc(/C=C/c3cccc(OC)c3)nc2C#N)cc1	-1.0%	-25%
O=C(Nc1cc(C(F)(F)F)ccc1Cl)c1cc2nc(-c3ccc4c(c3)OCO4)cc(C(F)(F)F)n2n1	0.0%	0%
COc1ccc(CNC(=O)Cc2c(C)c3c(O)cc(C)cc3oc2=O)cc1	-1.9%	21%
